PGC1a acetyl inh: lowers PGC1a acetylation signal in U2OS cells | inhibition, % at 15.6 µM | AID 651687 | 350,000 tested, 0.17% active | AlphaScreen anti-acetyl-lysine; with virally co-expressed GCN5 acetyltransferase;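 active = every replicate shows inhibition of at least 40%; inconclusive = mean inhibition at least 40% but some replicate below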;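 note: 0% = neutral control wells and 100% = positive control wells; some results beyond the cut were filed as inactive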
ERAP1 inh: blocks human ERAP1 aminopeptidase activity; AID 652197; Q9NZ08; 340,000 tested, 0.15% active; inhibition, % at 10.7 µM; recombinant ERAP1, Leu-AMC fluorescence, 60 min;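 active = mean replicate inhibition of at least 30%, or all replicates individually reaching that 30% level; inactive = mean below 30% and not every replicate reaching it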;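 note: 0% = neutral control wells and 100% = L-leucinethiol positive control wells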
SIRT5 inh: sirtuin-5 (human) deacylase inhibition. Q9NXA8. Purified SirT5, succinyl-peptide AMC, trypsin-coupled fluorescence. inhibition, % at 15 µM. 330,000 tested, 1.1% active; in the data active = inhibition above about 15%; inconclusive = no clear call, values can overlap the other calls
Target sequence (Q9NXA8 whole entry, looked up): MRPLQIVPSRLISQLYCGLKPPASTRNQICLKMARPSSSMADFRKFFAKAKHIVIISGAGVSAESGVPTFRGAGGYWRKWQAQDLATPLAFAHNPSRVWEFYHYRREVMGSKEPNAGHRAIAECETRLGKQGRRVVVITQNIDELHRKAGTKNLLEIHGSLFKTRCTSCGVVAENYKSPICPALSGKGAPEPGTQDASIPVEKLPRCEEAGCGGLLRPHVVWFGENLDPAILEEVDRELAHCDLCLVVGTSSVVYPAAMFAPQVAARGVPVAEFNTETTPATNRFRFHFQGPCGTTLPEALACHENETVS
Statin myotox sup: protects C2C12 myotubes from simvastatin toxicity; ATP luminescence, 48 h; scaled: DMSO 0, geranylgeraniol control 100; rescue of ATP level, % at 7.49 µM; 330,000 tested, 0.78% active;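 active = mean ATP rescue above about 67%, or every replicate alone reaching that limit, limit read from the data, passing the limit was not always enough; inconclusive = no clear call, values can overlap the other calls; inactive = mean under the limit and some replicate under it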;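 note: myotubes were challenged with 10 µM simvastatin during compound exposure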
LGR2 antag: inhibitors of bursicon-induced Drosophila LGR2 receptor cAMP signaling; HEK293 LGR2, CRE-luciferase, bursicon-stimulated, 4 h; inhibition, % at 9.99 µM; 380,000 tested, 0.35% active; AID 720647;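 active = drop in luminescence signal, shown as inhibition above about 50% in the replicate tests, limit read from the data, passing the limit was not always enough; inconclusive = probably only some replicates passing the limit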;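 note: agonist challenge used bursicon conditioned medium at about half maximal strength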
Cneo AK release: Cryptococcus neoformans lysis via adenylate kinase release | C. neoformans lysis, adenylate kinase release luminescence, 4 h; normalised: neutral wells 0, clomiphene wells 100 | lysis activity, % at 15 µM | 360,000 tested, 0.2% active;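 active = mean lysis activity across replicates of at least 80%, whatever share of replicates individually reach that level; inactive = mean lysis activity below 80%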
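Signal: Adenylate kinase release luminescence | Assay system: Log-phase Cryptococcus neoformans yeast cells | Input: Cells at 5 × 10^6 per mL | Buffer or medium: Fresh YPD growth medium | Compound: Single dose | Schedule: Static 4 h at 37 °C with compound, 1 h detection | Controls: Clomiphene | Read-out: Luminescence rise reflecting yeast cell lysis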
XiGFP reactiv: X-chromosome reactivation activator. activation, % at 7.58 µM. 360,000 tested, 0.055% active. XiGFP mouse fibroblasts, % GFP-positive cells imaging, 3 d; cells co-treated with 5-aza-dC sensitizer; scaled so ellipticine positive control = 100%;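 active = mean normalized replicate activation at least 10% and every replicate at or above 10%; inconclusive = only one of the two criteria met; inactive = mean below 10% and not all replicates reach 10%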;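 note: 0% = median of on-plate neutral control wells and 100% = ellipticine 6 µM median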
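Material: XiGFP fibroblasts, SV40-immortalized; Buffer or medium: DMEM containing 5-aza-dC; Compound dosing: single point; Times: 3 days compound exposure.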
S100A4 MyoIIA: blocks human S100A4 binding to myosin IIA peptide; 360,000 tested, 0.14% active; S100A4/TAMRA-MyoIIA peptide fluorescence polarization; AID 652163; inhibition, % at 10.7 µM;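 active = mean inhibition of at least 70% across replicates, with every replicate also reaching that level; inconclusive = mean inhibition reaches 70% but some replicates fall short; inactive = mean inhibition below 70%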
Target sequence (P26447 whole entry, looked up): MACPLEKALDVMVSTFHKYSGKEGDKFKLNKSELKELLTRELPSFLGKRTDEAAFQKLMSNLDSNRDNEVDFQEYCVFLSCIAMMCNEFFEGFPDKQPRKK
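Test system: S100A4 monomer protein; Medium: HEPES pH 7.2 with CaCl2, KCl, NaCl, DTT, Triton; Probe or stimulus: TAMRA-labelled myosin IIA heavy-chain peptide probe, 5 nM; Doses: one dose per compound; Times: polarization read 5 min after assay mix addition, stable 5–60 min; Benchmarks: neutral control DMSO, positive control TFP.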
An asterisk follows results filed as active; ? = inconclusive; . = not tested or not shown; & = joins results of further samples; ! = a repeat was not active. This is a subset (hit frequency here may not be typical).

SMILES	PGC1a acetyl inh	ERAP1 inh	SIRT5 inh	Statin myotox sup	LGR2 antag	Cneo AK release	XiGFP reactiv	S100A4 MyoIIA
CC(Cc1ccccc1)C(=O)NCc1ccccn1 (stereo unspecified)	5	.	.	9	2	1	-0.3	1
O=C(COC(=O)c1ccc(Br)o1)NCCNC(=O)COC(=O)c1ccc(Br)o1	11	-1	-1	-7	11	0	-0.1	-1
CC(C)NC(=O)N(C)C[C@@H]1OCCCC[C@H](C)Oc2ccc(NC(=O)C3CCCCC3)cc2C(=O)N([C@@H](C)CO)C[C@H]1C	-4	-2	2	.	0	1	-0.1	7
COc1ccccc1CNC(=O)C[C@H]1CC[C@H]2[C@@H](COC[C@H](O)CN2Cc2ccc3c(c2)OCO3)O1	-7	4	14	6	-4	54	0.2	20
O=C(OCC(=O)N1CCN(c2ccccc2)CC1)c1nc(Cl)ccc1Cl	8	-4	-5	-5	-10	-2	0.1	-1
C[C@@H]1CCCCO[C@H](CN(C)C(=O)Nc2ccc(C(F)(F)F)cc2)[C@@H](C)CN([C@@H](C)CO)C(=O)c2cc(NS(=O)(=O)c3ccccc3)ccc2O1	5	-7	0	.	12	59	0.3	-4
COc1cc(/C=C/C(=O)N2CCc3ccccc3C2)cc(OC)c1OC	10	.	0	-1	-3	0	0.1	-4
CCOC(=O)CSC1=C(C#N)C(c2ccc(Cl)cc2)C(C(=O)OC)C(=O)N1 (stereo unspecified)	-2	.	.	-2	10	2	.	.
C[C@@H]1CN([C@@H](C)CO)C(=O)c2ccccc2-c2ccccc2CO[C@H]1CN(C)Cc1ccc(C(=O)O)cc1	4	2	-1	.	14	-2	-0.6	-5
Cc1ccc(NC(=O)COC(=O)c2c[nH]c3ccccc23)cc1C	-2	6	-1	-5	0	2	0.3	4
CCOC(=O)C1=C(C)N=C(/N=C/N(C)C)SC1c1ccccc1 (stereo unspecified)	8	4	2	-27	5	0	.	0
NS(=O)(=O)c1ccc(CNS(=O)(=O)c2ccc3ccccc3c2)cc1	7	1	-2	.	2	-1	0.0	-2
O=C1COc2ccc(C(=O)COC(=O)c3ncc(Cl)c(Cl)c3Cl)cc2N1	.	4	3	-4	3	.	-0.1	-5
C[C@@H]1CN([C@H](C)CO)C(=O)CCCn2nncc2CO[C@@H]1CN(C)S(=O)(=O)c1ccc2ccccc2c1	-9&0&2	-2&3	1&-3&1	-6&-2&8	1&4	-1&-4&2	0.0&-0.2	93*!
CC(=O)N1CCCCN2[C@H](C1)[C@H](c1ccc(C#Cc3ccccc3F)cc1)[C@@H]2CO	-2	0	-1	.	4	1	0.1	32
COC(=O)C1CCN(C(=O)CSc2nc3ccc(OC)cc3[nH]2)CC1	.	-3	-1	.	9	.	0.0	-3
CCOC(=O)C1=CN2CCCC[C@@H]2CC1=O	-5	.	.	10	8	1	0.0	-8
CC(C)NC(=O)N[C@H]1CC[C@H](CCNC(=O)C2CCC2)O[C@H]1CO	5	0	-1	0	4	1	-0.6	-3
CCCS(=O)(=O)NC(=O)C1(C)CCN(C(=O)c2cc(F)cc(F)c2)C1 (stereo unspecified)	-7	2	-2	-3	-2	-4	0.4	-9
CC1CCCCC1NC(=O)CN1CCC(NC(=O)c2ccc([N+](=O)[O-])cc2)CC1 (stereo unspecified)	.	5	.	6	-11	-1	0.0	-4
CC(Oc1ccc(F)cc1)C(O)CCN(C)C (stereo unspecified)	-4	5	4	.	18	.	-0.1	10
COc1ccc(S(=O)(=O)Nc2ccc3c(c2)CC(=O)N([C@H](C)CO)C[C@@H](C)[C@H](CN(C)C(=O)NC(C)C)O3)cc1	3	1	3	-9	15	46	-0.7	-6
CCCCCn1c(=O)c2ccccc2n2c(CCl)nnc12	1	-1	4	.	5	.	0.0	17
CC1(C(=O)Nc2cccc(Oc3ccccc3)c2)CCN1C1Cc2ccccc2C1 (stereo unspecified)	-2	-1	0	-7	17	1	0.0	0
Cc1nn(CCC(N)=O)c2nc(-c3cccs3)cc(C(F)(F)F)c12	.	-2	-3	.	4	.	0.0	0
CS(=O)(=O)N1CCCC(C(=O)NCc2ccccc2Cl)C1 (stereo unspecified)	0	-2	.	9	13	2	.	15
COc1ccc(C(=O)Nc2ccc(F)cc2F)cc1	-10	-5	-3	30	-31	-3	.	-1
CC(=O)NC(CC(=O)O)c1ccccc1 (stereo unspecified)	2	-1	-5	-6	15	-1	-0.1	-4
O=C(Nc1cc(F)ccc1F)N[C@H]1CC[C@@H](CCNC(=O)c2cnccn2)O[C@H]1CO	8	0	0	7	-2	23	-0.1	-4
CCN1CCN(C(=O)CCNC(=O)Cn2cnc3ccccc3c2=O)CC1	.	0	.	-3	-1	-1	0.5	-20
Cc1ccc(OCC(=O)N2CCc3ccccc3C2)c([N+](=O)[O-])n1	6	-5	-1	.	2	.	0.3	3
O=C(Nc1nnc(-c2ccccc2F)s1)c1ccccc1F	.	4	-7	.	-35	.	0.0	-1
Cc1nn(C2CCS(=O)(=O)C2)c2nc(C3CC3)cc(C(=O)Nc3cccc(C#N)c3)c12 (stereo unspecified)	-5	-1	-8	4	-21	0	-0.1	14
CCCCN(C)C1=CC2=CC(=C(C#N)C#N)CCC2CC1 (stereo unspecified)	.	-2	-5	.	20	.	?	-26
CCOc1ccc2nc(NC(=O)C(NS(=O)(=O)c3cccc4nsnc34)C(C)C)sc2c1 (stereo unspecified)	1	-4	-2	27	-15	9	-0.1	-4
CO[C@@H]1CN(C)C(=O)c2ccc(NC(=O)c3cc(C)on3)cc2OC[C@@H](C)N(C(=O)C2CC2)C[C@@H]1C	3	-1	2	.	1	.	0.0	-2
CCCC[C@@H]1CN=C(N)N1CC(C)(C)C	.	8	-4	-8	-21	1	0.2	0
COc1cccc(-n2cnc3scc(-c4cccs4)c3c2=O)c1	8	.	.	15	-24	18	.	.
COc1ccc2c3c([nH]c2c1)[C@@H](CO)N(C(=O)c1cnccn1)CC31CN(S(C)(=O)=O)C1	8	1	-2	.	-8	.	0.0	-52
CC(=O)OC(C(=O)NC1CCCCC1)c1ccc(Cl)c(Cl)c1 (stereo unspecified)	.	2	-5	.	15	.	0.0	-2
CC(=O)c1c(C)nc(-c2ccccc2)nc1N	-1	-4	-2	-6	-2	0	0.1	3
Cc1cc(C)c(NC(=O)CN2CCN3CCCC3C2)c(C)c1 (stereo unspecified)	.	3	.	.	-2	12	-0.1	-4
CCN(CC)C(=O)CSC1=C(C#N)C(c2cccs2)C=C(C)N1 (stereo unspecified)	2	.	.	-14	-8	-2	.	.
C=CCOc1ccc2c(c1)CCC1C2CCC2(C)C(O)C(O)CC12 (stereo unspecified)	.	0	.	-10	-59	0	0.1	0
Cn1c2c(c(=O)n(C)c1=O)C(CC(=O)Nc1ccc(F)cc1)C(=O)N2 (stereo unspecified)	13	1	-7	.	26	.	0.2	7
Cc1c(C(=O)Nc2ccc3c(c2)OCCO3)sc2ncnc(N3CCCCC3C)c12 (stereo unspecified)	.	2	0	-51	-17	6	0.1	3
Cc1ccc(CNC(=O)c2ccc(-n3cccc3)cc2)cc1	.	-5	0	.	22	.	0.0	-5
CN1C(=O)c2cc(NS(=O)(=O)c3cccc(F)c3)ccc2OC[C@H]2O[C@@H](CC(=O)O)CC[C@@H]21	4	-6	1	-15	4	-2	0.5	8
O=C(c1ccncc1)N(c1ccc(N2CCOCC2)cc1)C(c1ccccc1)c1nc2ccccc2[nH]1 (stereo unspecified)	0	2	-2	4	-74	3	0.0	8
CCCNC(=O)N1[C@H](CO)[C@@H]2c3ccccc3N(C(=O)CC)C[C@@H]21	-2	.	-2	-6	5	-3	0.3	.
COc1ccccc1NC(=O)N[C@@H]1CC[C@H](CC(=O)NCc2ccc(Cl)c(Cl)c2)O[C@@H]1CO	2	0	0	18	21	1	0.1	7
CC(C)NC(=O)N(C)C[C@@H]1Oc2c(NC(=O)c3ccc(-c4nccs4)cc3)cccc2C(=O)N([C@H](C)CO)C[C@@H]1C	10	-2	4	.	15	-1	-0.1	13
C#CCOc1nc(Nc2cccc([N+](=O)[O-])c2)nc(OCC#C)n1	-16	-7	3	-8	9	3	0.0	6
CN(C)S(=O)(=O)c1ccc(Cl)c(NC(=O)COC(=O)c2ccc(O)cc2)c1	9	-4	-3	.	-24	.	0.2	0
CCN1CCC(O)(C(C(=O)O)c2ccccc2)CC1 (stereo unspecified)	4	-1	.	-2	-5	-1	0.0	-1
COc1ccc(S(=O)(=O)Nc2ccc3c(c2)C(=O)N([C@@H](C)CO)C[C@@H](C)[C@H](CN(C)C)O3)cc1	-14	-1	-8	13	2	10	0.2	-2
C[C@@H]1CN([C@@H](C)CO)C(=O)c2cc(NC(=O)c3ccncc3)ccc2O[C@H]1CN(C)S(=O)(=O)c1ccc(F)cc1	-31	-2	-2	-3	16	0	0.0	14
CN(C)C(=O)c1ccc(-c2ccc3c(c2)[C@H]2[C@H](CCN2C(=O)Cc2ccccn2)[C@H](CO)N3C)cc1	-8	-5	-7	8	7	3	0.0	3
CCOc1ccc(/C=N/NC(=O)CNC(=O)c2ccc(S(=O)(=O)N3CCOCC3)cc2)cc1	.	11	-3	-12	-13	-3	0.2	-6
CCOc1cc(/C=C(\C#N)C(=O)Nc2cccc(C(=O)O)c2)ccc1OCc1ccccc1Cl	-5	-14	-15	-8	-4	-1	0.0	3
Remaining list, next part.
SMILES	PGC1a acetyl inh	ERAP1 inh	SIRT5 inh	Statin myotox sup	LGR2 antag	Cneo AK release	XiGFP reactiv	S100A4 MyoIIA
COc1ccc(C(=O)NNC(=O)C(=O)N2CCCCC2)cc1OC	6	-2	1	-1	4	-1	0.1	-10
Cc1ccc(CNC(=O)CCS(=O)(=O)c2ccc(C)cc2)cc1	.	3	-1	0	39	2	0.0	-7
O=C(COC(=O)COc1ccc(Cl)cc1)NCCNC(=O)COC(=O)COc1ccc(Cl)cc1	-13	-7	-3	0	-1	2	0.1	-4
CCC(=O)Nc1ccc2c(c1)C(=O)N(C)C[C@@H](OC)[C@@H](C)CN(CC1CCOCC1)[C@H](C)CO2	4	.	.	-8	6	1	-0.3	.
CCOc1ccc(S(=O)(=O)c2c(C(=O)c3ccc(C)cc3)cnc3cc4c(cc23)OCCO4)cc1	10	.	.	.	4	0	0.3	.
C[C@H]1CN([C@@H](C)CO)C(=O)Cc2cc(NC(=O)Nc3ccccc3)ccc2O[C@H]1CN(C)Cc1ccc2c(c1)OCO2	4	-4	1	-39	6	0	-0.6	3

Record cards, as listed above.
COc1ccc(C(=O)NNC(=O)C(=O)N2CCCCC2)cc1OC reads PGC1a acetyl inh: 6; ERAP1 inh: -2; SIRT5 inh: 1; Statin myotox sup: -1; LGR2 antag: 4; Cneo AK release: -1; XiGFP reactiv: 0.1; S100A4 MyoIIA: -10
CCOc1ccc(S(=O)(=O)c2c(C(=O)c3ccc(C)cc3)cnc3cc4c(cc23)OCCO4)cc1 reads PGC1a acetyl inh: 10; ERAP1 inh: .; SIRT5 inh: .; Statin myotox sup: .; LGR2 antag: 4; Cneo AK release: 0; XiGFP reactiv: 0.3; S100A4 MyoIIA: .

Source: PubChem
